MT1-MMP act inh: inhibitors of human MT1-MMP activation; HT1080 RFP-PRO-GFP cells, GFP/RFP ratio fluorescence, overnight; percent of plate control window, DMSO zero; GFP/RFP ratio change, % at 20 µM; 0.061% of 360,000 active; AID 651647;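 active = GFP/RFP ratio change of at least 30% with cell ATP level not reduced by more than half and red fluorescence within 50% of control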; also: strong numbers were not always called active
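Assay system – RFP-PRO-GFP reporter HT1080 cells · Compound dosing – single dose of 20 µM compound, 1% DMSO final · Incubation – overnight compound exposure at 37 °C · Measure – GFP/RFP fluorescence ratio · Benchmarks – DMSO wells and RFP-L50D-GFP cells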
Rin1 Abl inh: blocks binding of human Rin1 to Abl | TR-FRET Rin1/Abl binding, biochemical | inhibition, % at 7.35 µM | 0.4% of 360,000 active | P00519+Q13671; in the data active = inhibition above about 5%, passing the limit was not always enough
SKN-1 block: inhibitors of C. elegans SKN-1; AID 624304; C. elegans VP596 Pgst-4::GFP/RFP ratio, acrylamide-induced, 24 h; 0.49% of 360,000 active; inhibition, % at 21.8 µM;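 active = interference check ratio from 0.5 to 1.5 plus GFP to RFP signal ratio inhibition reaching or exceeding a fixed threshold, cut at about 30% in these data, passing the limit was not always enough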; also: some compounds called inactive have numbers as strong as hits
NadD block: inhibitors of Staphylococcus aureus NadD | purified NadD enzyme, colorimetric absorbance read-out | inhibition, % at 20 µM | 0.78% of 360,000 active; in the data active = inhibition above about 26%; also: some compounds past the cut are filed as inactive
FAS TE block: inhibitors of human fatty acid synthase thioesterase domain; recombinant FAS-TE, OMFH fluorogenic substrate, fluorescence endpoint; inhibition, % at 15 µM; 0.67% of 360,000 active;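 active = compounds whose normalised, plate-corrected inhibition of enzyme fluorescence in the single-dose primary screen is 50% or more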;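 also: 0% = DMSO with enzyme and 100% = substrate without enzyme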
MLLE-PAM2 inh: blocks PAM2 peptide binding to the PABP1 MLLE domain | P11940 | GST-MLLE / FITC-PAM2 fluorescence polarization | inhibition, % at 20 µM | 0.36% of 360,000 active; in the data active = inhibition above about 35%, passing the limit was not always enough;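 also: plate controls were DMSO wells with GST-MLLE for no effect and wells lacking GST-MLLE protein for full effect; some results filed as inactive read as strong as hits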
Target sequence (P11940 whole entry, looked up, the tested form may be a part): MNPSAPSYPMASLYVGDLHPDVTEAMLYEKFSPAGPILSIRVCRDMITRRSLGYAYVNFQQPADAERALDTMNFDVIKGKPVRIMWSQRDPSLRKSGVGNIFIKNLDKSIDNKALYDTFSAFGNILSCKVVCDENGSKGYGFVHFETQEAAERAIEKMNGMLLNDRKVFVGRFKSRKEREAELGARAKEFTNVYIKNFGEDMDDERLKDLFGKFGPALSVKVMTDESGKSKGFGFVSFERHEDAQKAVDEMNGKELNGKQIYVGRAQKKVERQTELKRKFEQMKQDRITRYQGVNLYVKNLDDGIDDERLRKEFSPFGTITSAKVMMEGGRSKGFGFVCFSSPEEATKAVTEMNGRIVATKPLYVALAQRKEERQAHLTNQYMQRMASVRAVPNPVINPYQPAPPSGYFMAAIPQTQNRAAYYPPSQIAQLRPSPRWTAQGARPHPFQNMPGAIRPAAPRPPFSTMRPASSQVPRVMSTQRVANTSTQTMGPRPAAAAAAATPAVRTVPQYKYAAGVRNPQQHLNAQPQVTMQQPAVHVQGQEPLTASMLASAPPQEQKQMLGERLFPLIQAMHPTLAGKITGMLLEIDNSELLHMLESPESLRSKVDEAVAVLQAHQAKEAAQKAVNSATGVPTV
Neddylation inh: cullin neddylation inhibition; P61081+Q13564; calls only at 25 µM; TR-FRET cullin neddylation, biochemical; 0.58% of 360,000 active; in the data active = inhibition above about 36%
Rpn11 inh: Rpn11 (human) deubiquitinase inhibition; human 26S proteasome, Ub4-pepOG fluorescence polarization; 20S core pre-blocked with epoxomicin; calls only at 20 µM; 0.59% of 360,000 active; AID 588493;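 active = inhibition at 20 µM, scaled to each plate's controls, above about 33%, limit read from the data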
CSN deneddyl inh: blocks human CSN-mediated cullin deneddylation. Q92905. Purified CSN, SCF-Nedd8-OG deneddylation, fluorescence polarization. inhibition, % at 12.5 µM. 0.38% of 360,000 active;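 active = pattern-corrected inhibition above about 35%, with an unprinted fluorescence ratio check between 0.5 and 1.5, limit read from the data, passing the limit was not always enough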;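 also: 0% = enzyme with substrate and 100% = substrate without enzyme; some results filed as inactive read as strong as hits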
Target sequence (Q92905 whole entry, looked up, one chain of several): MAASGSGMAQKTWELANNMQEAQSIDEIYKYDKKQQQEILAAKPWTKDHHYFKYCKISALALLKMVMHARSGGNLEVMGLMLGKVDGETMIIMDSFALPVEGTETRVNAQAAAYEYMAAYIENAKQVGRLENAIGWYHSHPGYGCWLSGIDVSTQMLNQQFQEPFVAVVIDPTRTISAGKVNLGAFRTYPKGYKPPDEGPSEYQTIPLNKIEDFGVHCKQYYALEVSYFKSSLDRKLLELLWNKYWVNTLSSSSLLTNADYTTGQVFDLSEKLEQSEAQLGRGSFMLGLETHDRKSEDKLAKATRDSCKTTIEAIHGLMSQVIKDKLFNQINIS
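Material: human Csn5 produced in HEK293T cells; Input: enzyme 0.24 nM; Reagent: SCFSkp2-Nedd8OG substrate at 10 nM final; Dosing: 12.5 µM compound; Incubation: 90 min reaction at room temperature; Detection: fluorescence polarization of the substrate; Evaluation: % inhibition of substrate cleavage by Csn5; Control set: substrate-only high control, full reaction low control.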
* hit, by the source's call. The list is partial; the hit share may differ from the screen's.

Screening O=C1NC(=O)C(Nc2ccccc2)C(=O)N1 returned MT1-MMP act inh 3.2, Rin1 Abl inh 8.2, SKN-1 block 0.1, NadD block -0.2, FAS TE block -2.2, MLLE-PAM2 inh 4.0, Neddylation inh inactive, Rpn11 inh inactive and CSN deneddyl inh 0.0.
For CCCCOc1ccc(CN2CCN(CC)CC2)cc1 the results were MT1-MMP act inh 0.7, Rin1 Abl inh 1.8, SKN-1 block 1.3, NadD block 1.0, FAS TE block -2.2, MLLE-PAM2 inh 1.6, Neddylation inh inactive, Rpn11 inh inactive and CSN deneddyl inh 3.7.
`O=C1c2ccccc2-c2cc3ccccc3cc21` gave MT1-MMP act inh -0.1, Rin1 Abl inh -2.6, SKN-1 block 29.9, NadD block -4.7, FAS TE block 16.8, MLLE-PAM2 inh 46.2*, Neddylation inh inactive, Rpn11 inh inactive and CSN deneddyl inh -9.2.
`COc1ccc(C(=O)OC2C[C@H]3CC[C@@H](C2)N3O)cc1OC` (some centres undefined) gave MT1-MMP act inh -7.1, Rin1 Abl inh 5.1, SKN-1 block -12.4, NadD block -9.0, FAS TE block -6.6, MLLE-PAM2 inh 4.4, Neddylation inh inactive, Rpn11 inh inactive and CSN deneddyl inh -1.1.
Screening Cc1c(C(=O)C(=O)N2CCC3(CC2)OCCO3)c2ccccc2n1C returned MT1-MMP act inh 1.8, Rin1 Abl inh -1.9, SKN-1 block -3.7, NadD block 3.8, FAS TE block -2.6, MLLE-PAM2 inh 1.8, Neddylation inh inactive, Rpn11 inh inactive and CSN deneddyl inh -6.8.
Screening Cc1ccc(OP(N)(=O)Oc2ccc(C)cc2)cc1 returned MT1-MMP act inh 1.0, Rin1 Abl inh 0.1, SKN-1 block -2.8, NadD block -0.6, FAS TE block -0.5, MLLE-PAM2 inh 6.4, Neddylation inh inactive, Rpn11 inh inactive and CSN deneddyl inh 4.6.
For O=C(c1cc(S(=O)(=O)N2CCC3(CC2)OCCO3)ccc1F)N1CCC2(CC1)OCCO2 the results were MT1-MMP act inh 2.8, Rin1 Abl inh 3.1, SKN-1 block -2.2, NadD block 0.9, FAS TE block -2.5, MLLE-PAM2 inh -12.7, Neddylation inh inactive, Rpn11 inh inactive and CSN deneddyl inh -1.4.
Screening CCC(C)C(=O)N[C@@H](c1ccccc1)[C@@H](O)C(=O)O[C@H]1C[C@@]2(O)[C@@H](OC(=O)c3ccccc3)C3[C@](C)(C(=O)[C@H](OC(C)=O)C(=C1C)C2(C)C)[C@@H](O)C[C@H]1OC[C@@]31OC(C)=O (some centres undefined) returned MT1-MMP act inh -5.0, Rin1 Abl inh 1.8, SKN-1 block 3.7, NadD block -1.4, FAS TE block 5.1, MLLE-PAM2 inh -2.8, Neddylation inh inactive, Rpn11 inh inactive and CSN deneddyl inh -0.3.
Screening C=C[C@@H]1C2=CCOC(=O)C2=CO[C@H]1O[C@@H]1O[C@H](CO)[C@@H](O)[C@H](O)[C@H]1O returned MT1-MMP act inh -11.8, Rin1 Abl inh 2.2, SKN-1 block -13.1, NadD block -3.3, FAS TE block -13.2, MLLE-PAM2 inh 1.9, Neddylation inh inactive, Rpn11 inh inactive and CSN deneddyl inh 2.6.
`O=c1[nH]c(O)c(N=Nc2cccc(S(=O)(=O)N3CCOCC3)c2)c(=O)[nH]1` gave MT1-MMP act inh 0.9, Rin1 Abl inh -1.3, SKN-1 block -0.3, NadD block -0.6, FAS TE block -1.8, MLLE-PAM2 inh 8.2, Neddylation inh inactive, Rpn11 inh inactive and CSN deneddyl inh 2.2.
`COC(=O)C1=C(c2ccc(OC)c(OC)c2)C[C@@H]2CC[C@H]1N2C(=O)NC1Cc2ccccc2C1` gave MT1-MMP act inh 4.3, Rin1 Abl inh -0.5, SKN-1 block 16.3, NadD block -1.7, FAS TE block -6.2, MLLE-PAM2 inh 12.5, Neddylation inh inactive, Rpn11 inh inactive and CSN deneddyl inh -1.9.
Clc1ccc(OCC#CCN2CCOCC2)cc1 was read as MT1-MMP act inh 1.9, Rin1 Abl inh 3.5, SKN-1 block 4.6, NadD block 2.6, FAS TE block 1.2, MLLE-PAM2 inh -1.3, Neddylation inh inactive, Rpn11 inh inactive and CSN deneddyl inh -2.9.
`Cc1ccccc1N1C(=O)NC(=O)/C(=C\c2cc(C)n(C)c2C)C1=O` gave MT1-MMP act inh -0.4, Rin1 Abl inh 1.6, SKN-1 block 11.5, NadD block 7.7, FAS TE block -11.0, MLLE-PAM2 inh 1.2, Neddylation inh inactive, Rpn11 inh inactive and CSN deneddyl inh -2.1.
Screening COc1ccccc1-n1c(O)c(/C=C2\C=Nc3ccccc32)c(=O)[nH]c1=O returned MT1-MMP act inh -11.2, Rin1 Abl inh -0.4, SKN-1 block 16.1, NadD block 0.9, FAS TE block -8.2, MLLE-PAM2 inh -103.5, Neddylation inh inactive, Rpn11 inh active and CSN deneddyl inh 3.6.
OC(CNC1CCCCC1)C(F)(F)F (centres undefined) was read as MT1-MMP act inh -2.6, Rin1 Abl inh 0.2, SKN-1 block 13.4, NadD block 3.0, FAS TE block 1.6, MLLE-PAM2 inh 1.3, Neddylation inh inactive, Rpn11 inh inactive and CSN deneddyl inh 1.9.

Three structures already listed, ordered by SMILES length, rising.
`O=C1c2ccccc2-c2cc3ccccc3cc21` gave MT1-MMP act inh -0.1, Rin1 Abl inh -2.6, SKN-1 block 29.9, NadD block -4.7, FAS TE block 16.8, MLLE-PAM2 inh 46.2*, Neddylation inh inactive, Rpn11 inh inactive and CSN deneddyl inh -9.2.
Screening O=C1NC(=O)C(Nc2ccccc2)C(=O)N1 returned MT1-MMP act inh 3.2, Rin1 Abl inh 8.2, SKN-1 block 0.1, NadD block -0.2, FAS TE block -2.2, MLLE-PAM2 inh 4.0, Neddylation inh inactive, Rpn11 inh inactive and CSN deneddyl inh 0.0.
Screening Cc1c(C(=O)C(=O)N2CCC3(CC2)OCCO3)c2ccccc2n1C returned MT1-MMP act inh 1.8, Rin1 Abl inh -1.9, SKN-1 block -3.7, NadD block 3.8, FAS TE block -2.6, MLLE-PAM2 inh 1.8, Neddylation inh inactive, Rpn11 inh inactive and CSN deneddyl inh -6.8.

Next part
`COc1ccc(C(=O)C2CCCN(Cc3ccon3)C2)c(OC)c1` (centres undefined) gave MT1-MMP act inh 0.0, Rin1 Abl inh -1.9, SKN-1 block -1.5, NadD block -8.1, FAS TE block -9.4, MLLE-PAM2 inh 1.0, Neddylation inh inactive, Rpn11 inh inactive and CSN deneddyl inh 1.4.
Screening O=C(CN1CCCCC1)c1ccccc1F returned MT1-MMP act inh 6.5, Rin1 Abl inh 1.6, SKN-1 block -2.8, NadD block -1.5, FAS TE block -12.0, MLLE-PAM2 inh 1.1, Neddylation inh inactive, Rpn11 inh inactive and CSN deneddyl inh -4.9.
`Cc1cc(OCC(=O)O)c2c3c(c(=O)oc2c1)CCCC3` gave MT1-MMP act inh -3.3, Rin1 Abl inh 2.8, SKN-1 block -2.4, NadD block 1.2, FAS TE block -5.3, MLLE-PAM2 inh -10.3, Rpn11 inh inactive and CSN deneddyl inh -3.1.
For O=C1NC(=O)C(CCc2ccncc2)(c2ccccc2)C(=O)N1 the results were Rin1 Abl inh -2.6, SKN-1 block 6.4, NadD block 0.2, FAS TE block -1.1, MLLE-PAM2 inh -2.9, Neddylation inh inactive, Rpn11 inh inactive and CSN deneddyl inh -1.9.
`C=C1C(O)(c2ccccc2)C2CC[N+]1(C)CC2` (centres undefined) gave MT1-MMP act inh -2.0, Rin1 Abl inh -1.7, SKN-1 block 6.2, NadD block 3.2, FAS TE block -9.6, MLLE-PAM2 inh -127.4, Neddylation inh inactive, Rpn11 inh inactive and CSN deneddyl inh 3.4.
`Cc1[nH]c2ccccc2c1CCCNC1CCCCC1` gave MT1-MMP act inh 4.4, Rin1 Abl inh 2.3, SKN-1 block -2.9, NadD block 0.8, FAS TE block -10.3, MLLE-PAM2 inh -0.5, Neddylation inh inactive, Rpn11 inh inactive and CSN deneddyl inh -1.8.
For CN(C)CCN=Cc1c(O)n(-c2cccc(C(F)(F)F)c2)c(=O)[nH]c1=O the results were MT1-MMP act inh -5.0, Rin1 Abl inh 2.3, SKN-1 block -2.8, NadD block 3.2, FAS TE block -3.3, MLLE-PAM2 inh -20.5, Neddylation inh inactive, Rpn11 inh inactive and CSN deneddyl inh 1.5.
For C[C@]12CC[C@H](O)C[C@H]1CC[C@@H]1C2CC[C@]2(C)[C@@H](C3=CC(=O)OC3)[C@@H](O)C[C@]12O (some centres undefined) the results were MT1-MMP act inh -8.5, Rin1 Abl inh -4.7, SKN-1 block 9.5, NadD block -1.7, FAS TE block -9.9, MLLE-PAM2 inh -3.2, Neddylation inh inactive, Rpn11 inh inactive and CSN deneddyl inh 0.2.
For C=CCn1c(O)c(C(C)=NCCc2ccccc2)c(=O)[nH]c1=O the results were MT1-MMP act inh 4.9, Rin1 Abl inh -1.4, SKN-1 block 7.1, NadD block 1.7, FAS TE block -8.8, MLLE-PAM2 inh 12.4, Neddylation inh inactive, Rpn11 inh inactive and CSN deneddyl inh -1.3.
For C=CCCC1(CC)C(=O)NC(=S)NC1=O the results were MT1-MMP act inh -1.2, Rin1 Abl inh 1.4, SKN-1 block 11.3, NadD block 3.8, FAS TE block -0.7, MLLE-PAM2 inh 10.9, Neddylation inh inactive, Rpn11 inh inactive and CSN deneddyl inh 7.3.
For C=CCn1c(O)c(/C=C2/C=c3ccccc3=N2)c(=O)[nH]c1=S the results were MT1-MMP act inh 0.3, Rin1 Abl inh -1.1, SKN-1 block 5.2, NadD block 6.0, FAS TE block -5.8, MLLE-PAM2 inh -14.9, Neddylation inh inactive, Rpn11 inh inactive and CSN deneddyl inh 6.9.
`C=CCN1C(=O)NC(=O)/C(=C/c2cnc(SC)nc2)C1=O` gave MT1-MMP act inh -2.3, Rin1 Abl inh 1.7, SKN-1 block 9.9, NadD block 1.4, FAS TE block -0.2, MLLE-PAM2 inh 17.9, Neddylation inh inactive, Rpn11 inh inactive and CSN deneddyl inh 2.8.
For CCN(CC)Cc1c[nH]c2ccccc12 the results were MT1-MMP act inh 5.2, Rin1 Abl inh 1.9, SKN-1 block -13.5, NadD block -5.9, FAS TE block -7.8, MLLE-PAM2 inh -7.7, Neddylation inh inactive, Rpn11 inh inactive and CSN deneddyl inh 0.9.
For CC1(C)N2CC3([N+](=O)[O-])CN1CC([N+](=O)[O-])(C2)C3 the results were MT1-MMP act inh -2.7, Rin1 Abl inh -0.4, SKN-1 block -10.0, NadD block -4.9, FAS TE block -6.8, MLLE-PAM2 inh 1.0, Neddylation inh inactive, Rpn11 inh inactive and CSN deneddyl inh -2.5.
Screening Fc1cccc(-c2ccc3c(c2)CN(C(=S)NCCc2ccccc2)Cc2cnnn2-3)c1 returned MT1-MMP act inh 4.0, Rin1 Abl inh -0.2, SKN-1 block -2.9, NadD block 0.8, FAS TE block 40.5, MLLE-PAM2 inh -100.7, Neddylation inh inactive, Rpn11 inh inactive and CSN deneddyl inh 5.5.
`C=C(C)[C@@H]1[C@H]2OC(=O)[C@H]1[C@]1(O)C[C@H]3O[C@]34C(=O)O[C@H]2[C@]14C` gave MT1-MMP act inh -0.3, Rin1 Abl inh -5.2, SKN-1 block 3.5, NadD block 1.3, FAS TE block -1.8, MLLE-PAM2 inh 5.5, Neddylation inh inactive, Rpn11 inh inactive and CSN deneddyl inh -3.3.
Screening COc1ccc(CN2Cc3cc(N4CCOCC4)ccc3-n3nncc3C2)cc1 returned MT1-MMP act inh 1.2, Rin1 Abl inh 3.5, SKN-1 block 2.8, NadD block -4.7, FAS TE block -4.8, MLLE-PAM2 inh 5.7, Neddylation inh inactive, Rpn11 inh inactive and CSN deneddyl inh -0.4.
